From PubChem BioAssay
CHRM4 antagonist – CHRM4 antagonism in calcium assay. P08173. CHO-hM4 cells, ACh EC80, Fluo-8 calcium fluorescence. inhibition, % at 3 µM. 360,000 compounds, 0.73% hits;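 active means inhibition above its plate's cutoff, the mean inhibition of sample wells plus 3 SD, cut at about 27% in these data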;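 further: 0% = acetylcholine EC80 with DMSO and 100% = DMSO without agonist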
M1 PAM – potentiates human M1 receptor response to acetylcholine. P11229. CHO-K1 hM1, Fluo-8 calcium fluorescence, ACh EC20; 0% = ACh EC20, 100% = maximal ACh. activation, % at 3 µM. 360,000 compounds, 0.088% hits. AID 588819; in the data active means activation above about 19%, passing the limit was not always enough
Target sequence (P11229 whole entry, looked up): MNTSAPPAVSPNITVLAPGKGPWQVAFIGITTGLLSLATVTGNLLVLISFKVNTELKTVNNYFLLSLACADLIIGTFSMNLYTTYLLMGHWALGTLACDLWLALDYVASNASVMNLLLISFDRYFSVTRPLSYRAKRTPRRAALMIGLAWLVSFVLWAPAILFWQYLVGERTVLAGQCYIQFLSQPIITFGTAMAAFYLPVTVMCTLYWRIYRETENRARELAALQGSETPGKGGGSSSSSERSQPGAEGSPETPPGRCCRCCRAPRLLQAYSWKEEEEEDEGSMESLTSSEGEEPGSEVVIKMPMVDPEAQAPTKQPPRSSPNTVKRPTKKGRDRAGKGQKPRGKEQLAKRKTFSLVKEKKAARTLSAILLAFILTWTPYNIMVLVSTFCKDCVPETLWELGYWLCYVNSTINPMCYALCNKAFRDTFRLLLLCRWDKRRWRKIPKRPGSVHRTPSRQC
CHRM5 PAM – potentiates acetylcholine response at human M5 receptor | P08912 | CHO-K1 hM5, Fluo-8 calcium, ACh EC20 PAM; 0% = ACh EC20, 100% = ACh EC100 | activation, % at 3 µM | 360,000 compounds, 0.3% hits;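 active means activation above the run cutoff, the mean activation of all test compounds plus 3 SD, cut at about 18% in these data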
Target sequence (P08912 whole entry, looked up): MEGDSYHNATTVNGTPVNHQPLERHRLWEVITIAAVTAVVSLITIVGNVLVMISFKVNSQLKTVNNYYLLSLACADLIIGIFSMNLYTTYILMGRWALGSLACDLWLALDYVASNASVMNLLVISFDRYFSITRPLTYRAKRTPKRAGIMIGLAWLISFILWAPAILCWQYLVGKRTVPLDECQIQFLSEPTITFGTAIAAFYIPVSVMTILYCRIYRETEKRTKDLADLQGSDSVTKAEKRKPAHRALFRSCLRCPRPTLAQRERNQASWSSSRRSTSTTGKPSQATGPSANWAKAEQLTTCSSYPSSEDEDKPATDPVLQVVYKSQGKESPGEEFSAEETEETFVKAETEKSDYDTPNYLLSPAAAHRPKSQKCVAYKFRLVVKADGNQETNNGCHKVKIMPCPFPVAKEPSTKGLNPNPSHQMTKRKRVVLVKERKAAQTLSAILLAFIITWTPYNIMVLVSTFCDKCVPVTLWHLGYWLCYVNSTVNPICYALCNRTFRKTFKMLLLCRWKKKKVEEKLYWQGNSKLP
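Replicates: One well per compound, no replicates | System: Human M5 receptor in CHO-K1 cells | Benchmarks: Low control EC20 acetylcholine (0%), high control EC100 acetylcholine (100%) | Probe or stimulus: Acetylcholine, EC20 level | Times: Fluo-8 loading 80 min at 37 °C plus 30 min room temperature | Signal: Intracellular calcium via Fluo-8 fluorescence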
CHRM5 agonist – agonists of human muscarinic M5 receptor (CHRM5). CHO-K1 hM5 cells, Fluo-8 calcium fluorescence; 0% DMSO wells, 100% maximal acetylcholine response. AID 624037. 360,000 compounds, 0.19% hits. activation, % at 3 µM;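 active means activation above the run's mean over test compounds plus 3 SD, cut at about 23% in these data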;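 further: signal is peak over basal fluorescence ratio across the kinetic read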
CRFBP-R2 agonist – CRF-BP/CRF-R2 complex agonism. AID 588473. activation, % at 13.2 µM. HEK293 CRF-R2/CRF-BP, calcium dye fluorescence (FLIPR); percent of saturating CRF peptide response. 350,000 compounds, 0.46% hits;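 active means activation of at least 50%, plus an integration ratio under a set limit after plate pattern correction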;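 further: plate controls were neutral control wells without compound for no effect and CRF at EC100 for full effect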
CHRM4 agonist – CHRM4 agonism in calcium assay. P08173. CHO-K1 hM4/Gqi5, Fluo-8 calcium fluorescence; vehicle 0%, full acetylcholine response 100%. activation, % at 3 µM. 360,000 compounds, 0.14% hits;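 active means activation above the run mean over all test wells plus 3 SD, cut at about 32% in these data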;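 further: peak over basal fluorescence ratio per well then scaled between controls; 0% = DMSO wells and 100% = acetylcholine at EC100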
CHRM4 PAM – potentiates acetylcholine response at human M4 receptor | CHO-K1 hM4/Gqi5, Fluo-8 calcium fluorescence, ACh EC20; 0% = ACh EC20, 100% = maximal ACh | AID 624126 | activation, % at 3 µM | P08173 | 360,000 compounds, 0.4% hits;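 active means activation above its plate's cutoff, the mean activation of sample wells plus 3 SD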; further: some results filed as inactive read as strong as hits
M5 antag – antagonists of human muscarinic M5 receptor (CHRM5); P08912; CHO-hM5 cells, Fluo-8 calcium fluorescence, ACh EC80; inhibition, % at 3 µM; 360,000 compounds, 0.59% hits;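 active means inhibition above a per-plate cutoff, the mean of that plate's test compounds plus 3 SD, cut at about 27% in these data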;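 further: 0% = acetylcholine EC80 with DMSO and 100% = DMSO without agonist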
CRFR2-BP antag – CRF-BP/CRF-R2 complex antagonism. HEK293 CRF-R2/CRF-BP, CRF-induced calcium fluorescence. inhibition, % at 11.8 µM. 350,000 compounds, 0.59% hits;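 active means inhibition of the ligand-induced calcium signal above about 50% at the single tested concentration, limit read from the data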
Numbers without * were called inactive; / = not tested or not shown.

CHRM5 PAM,CHRM4 agonist,CHRM5 agonist,M5 antag,M1 PAM,CRFR2-BP antag,CRFBP-R2 agonist,CHRM4 antagonist,CHRM4 PAM,Molecule
-7,3,0,9,7,3,1.0,-8,3,COc1ccc(S(=O)(=O)N2CCOCC2)cc1NC(=O)CC1CCCC1
-2,2,-7,-1,13,4,4.2,-4,6,Cc1cccc(C(C)(C)C)c1OCCOCCN1CCCC1
-6,2,0,0,1,9,-0.1,-1,2,COCCOC(=O)C1=C(C)NC2=C(C(=O)CC(C)(C)C2)C1c1cccnc1 (stereo not given)
-2,2,-7,-9,10,-9,0.7,-9,0,Cc1oc2ccc(O)c(CN(C)C)c2c1C(=O)c1ccccc1
3,1,0,-4,1,-16,1.9,-11,3,C=CCc1cccc2cc(C(=O)NC3CCCCC3)c(=O)oc12
2,1,5,-9,-1,11,-3.9,4,1,CCOC(=O)[C@H]1[C@H]2COc3ccc(C)cc3[C@@H]2N2C(=O)c3ccc(Cl)cc3NC(=O)[C@@]12C
4,1,1,-3,-5,-1,0.3,-2,7,CCOC(=O)NC(=O)C(=CNNc1ncc(C(F)(F)F)cc1Cl)C(=O)NC(=O)OCC
3,0,4,7,2,-3,-5.3,3,-4,Cc1ccnc(NS(=O)(=O)c2ccc(NC(=O)CSc3nc(-c4ccccc4)cc(=O)[nH]3)cc2)n1
-2,1,-3,0,12,29,-0.5,-5,10,CCN(CC)S(=O)(=O)c1ccc(Cl)c(NC(=O)c2cc(Cl)ccc2Cl)c1
1,0,0,-1,7,-11,-3.0,11,0,Cc1ccc(-n2nnnc2SCC(N)=O)c(C)c1
-3,6,2,10,1,18,-1.6,-4,-1,O=C(COC(=O)c1ccc(Cl)c(S(=O)(=O)N2CCCC2)c1)NCc1ccccc1
3,3,0,-4,5,-23,-2.6,-10,5,O=C(Nc1ccc([N+](=O)[O-])cc1)c1ccccc1
1,1,-2,0,4,13,-1.7,8,-1,O=C(CSC1=NCCS1)Nc1ccc2ccccc2c1
6,4,1,23,5,-9,1.4,2,14,Nc1cc2nsnc2cc1Br
-2,1,3,6,3,12,-0.4,-7,19,COc1ccc(C2C(C#N)=C(N)Oc3n[nH]c(C)c32)cc1Cn1nc(C)c([N+](=O)[O-])c1C (stereo not given)
2,1,-6,-3,7,-7,-0.1,-5,3,COc1ccc(C2C(C#N)=C(N)N(c3cccnc3)C3=C2C(=O)CCC3)cc1Cn1cc([N+](=O)[O-])cn1 (stereo not given)
2,3,-1,2,1,5,2.1,-1,5,Cc1ccc(NC(=S)N(CCN(C)C)C(C)c2ccco2)cc1Cl (stereo not given)
-4,1,-9,9,-4,-20,0.6,2,-2,C=CCNCCOCCOc1ccccc1-c1ccccc1
5,2,4,0,2,-3,1.4,2,-3,CC1CCCN(CCC(=O)Nc2ccc(F)c(F)c2)C1 (stereo not given)
-1,2,1,4,14,0,5.7,-4,4,Cc1ccccc1NC(=O)c1ccccc1NC(=O)Cc1cccc2ccccc12
5,0,-1,5,0,-12,-5.8,0,-1,O=C(NC1CC1)C1=C[C@H](c2ccc(C(F)(F)F)cc2)C[C@H](OCCCCO)O1
-5,0,-4,-2,5,4,1.5,0,-4,Cc1ccnc(SCC(=O)Nc2cc(C)on2)n1
9,1,-2,-3,10,-1,0.5,-5,9,COCC(=O)OCC(=O)Nc1ccccc1-c1ccccc1
-5,-2,-6,15,1,4,-0.5,5,13,CC(=O)OC1CC(c2cc(C(C)(C)C)c(O)c(C(C)(C)C)c2)=NO1 (stereo not given)
1,-1,0,0,-6,-9,0.4,7,17,CCCOc1ccc(C(=O)N2CCCC2)cc1OC
0,2,3,1,12,8,4.2,-2,2,CCc1nc2c(cnn2-c2ccc(F)cc2)c(=O)n1-c1ccc(N2CCC(C)CC2)cc1
-3,0,1,-1,13,-9,1.4,12,-7,CCOc1cc2[nH]c(=O)n(CCC(=O)N3CCN(c4ccccc4OC)CC3)c(=O)c2cc1OCC
-1,0,-3,9,16,3,0.4,-3,7,Cn1c(=O)oc2cc(S(=O)(=O)N3CCCCC3)ccc21
6,0,-2,7,10,16,-6.4,-10,1,CCOc1ccc(/C=N/NC(=O)C2CC2)cc1OC
-7,2,1,8,-1,-15,-1.1,-2,4,Cc1c(NC(=O)C(C)OC(=O)c2cccc(S(=O)(=O)N(C)C)c2)c(=O)n(-c2ccccc2)n1C (stereo not given)
-5,0,-5,0,4,-2,-0.3,0,9,COc1ccccc1-c1cc(C(=O)NCCCn2ccnc2)no1
-8,-1,-1,9,2,-4,3.3,-1,-2,Cc1cc(SCC(=O)c2ccc3c(c2)OCO3)nc2ccccc12
-7,3,-2,6,-8,5,1.7,4,-1,COc1ccc(Cn2c(=S)[nH]c3ccccc3c2=O)cc1
-13,2,2,7,-1,-28,-0.3,-3,0,O=C(CSc1nc(-c2ccccc2)cc(C(F)(F)F)n1)N1CCOCC1
6,1,3,-2,11,-69,-6.3,1,40*,Brc1ccc(-c2nnc3c4ccccc4nc(N4CCOCC4)n23)cc1
-8,2,3,5,-1,26,1.0,9,-6,COCCNC(=O)CSCc1c(F)cccc1Cl

One compound at a time, as listed above. Order of screens: CHRM5 PAM	CHRM4 agonist	CHRM5 agonist	M5 antag	M1 PAM	CRFR2-BP antag	CRFBP-R2 agonist	CHRM4 antagonist	CHRM4 PAM
`COc1ccc(Cn2c(=S)[nH]c3ccccc3c2=O)cc1` as listed: -7	3	-2	6	-8	5	1.7	4	-1
`Cc1cc(SCC(=O)c2ccc3c(c2)OCO3)nc2ccccc12` as listed: -8	-1	-1	9	2	-4	3.3	-1	-2
`CCc1nc2c(cnn2-c2ccc(F)cc2)c(=O)n1-c1ccc(N2CCC(C)CC2)cc1` as listed: 0	2	3	1	12	8	4.2	-2	2
`CCOc1cc2[nH]c(=O)n(CCC(=O)N3CCN(c4ccccc4OC)CC3)c(=O)c2cc1OCC` as listed: -3	0	1	-1	13	-9	1.4	12	-7
`O=C(CSc1nc(-c2ccccc2)cc(C(F)(F)F)n1)N1CCOCC1` as listed: -13	2	2	7	-1	-28	-0.3	-3	0

The listing continues:
CHRM5 PAM,CHRM4 agonist,CHRM5 agonist,M5 antag,M1 PAM,CRFR2-BP antag,CRFBP-R2 agonist,CHRM4 antagonist,CHRM4 PAM,Molecule
-6,5,-1,3,-2,/,/,-6,-7,CC1(C(=O)NCc2ccc(Cl)cc2)CCN1C(=O)Cc1cccc2ccccc12 (stereo not given)
1,1,2,0,1,-7,4.9,-18,3,Cn1c(Cn2c(=O)sc3ccccc32)nnc1SCC(=O)Nc1cccc(F)c1
4,0,1,-5,8,7,0.2,-1,4,O=C(O)c1cc(-c2ccc(Cl)cc2)n[nH]1
1,1,2,-3,3,-7,-0.2,3,3,CCOC(=O)c1cc(CC)sc1NC(=O)c1cc([N+](=O)[O-])ccc1N1CCOCC1
16,1,7,-2,2,3,0.4,-13,19,O=C(NCCc1ccccc1)[C@@H]1CC=C[C@@H]2CCN(C3CCCCC3)C(=O)[C@@H]21
4,1,4,-4,-1,16,0.2,1,-3,N#CC(C#N)=CC1=C2OC(c3ccccc3)=CC(c3ccccc3)=C2CCC1
2,0,-4,3,12,1,-0.9,-3,1,CN(C)/C=N/c1sc2c(c1C(N)=O)CCCC2
-1,0,-3,3,10,3,-1.3,-6,9,COc1ccc(NC(=O)CSc2nc3c([nH]c4ccccc43)c(=O)n2C)c(OC)c1
2,1,-3,8,10,-6,-0.6,6,6,O=C(NCc1ccccn1)C1CCN(S(=O)(=O)c2ccccc2F)CC1
11,1,7,-7,16,6,-0.6,-8,6,COc1ccc(-c2csc(C3=C(O)CN(CCCN4CCCC4=O)C3=N)n2)cc1OC
-7,1,-1,12,2,-1,0.1,-2,12,CCCCNc1c(-c2ccc(SC3CCCCC3)c(OC)c2)nc2ccc(Cl)cn12
3,9,1,-11,-2,-16,8.4,-16,4,Cc1ccc(-c2cc(-c3ccccc3[N+](=O)[O-])[nH]n2)c(O)c1
5,0,-2,6,17,14,-2.2,11,-2,Cc1c(CCC(=O)NCC(=O)O)c(=O)oc2cc3occ(-c4ccccc4)c3cc12
-4,1,-1,-7,4,0,-0.1,-12,1,O=C(CS(=O)(=O)c1ccccc1)Nc1ccccn1
-4,0,0,8,8,3,-0.4,0,1,Cc1ccc(S(=O)(=O)N2C[C@H]3C(=O)C[C@@H](c4cccc(Cl)c4)N(S(=O)(=O)c4ccc(C)cc4)[C@H]3C[C@H]2c2ccccc2)cc1
-1,-1,-4,3,13,-9,-0.4,-9,-1,NC(=O)c1cc(Br)cc(C2CCCCC2)c1O
-4,2,-17,12,-15,-8,5.1,16,-20,COC(=O)c1ccc(CN2CCN(CCCc3ccccc3)C(CCO)C2)cc1 (stereo not given)
-5,1,0,2,-4,-11,-1.9,7,4,Cc1cc(C)cc(C(=O)N(Cc2ccco2)c2c(N)n(Cc3ccccc3)c(=O)[nH]c2=O)c1
12,1,-1,6,5,-12,0.9,-4,8,CCn1nc(C)c(CNC(=O)Nc2ccccc2C(=O)OC)c1C
-1,6,4,-2,5,-19,0.1,-5,2,C=CCN1C(=O)NC(c2ccc(OC)cc2)(C(F)(F)F)S/C1=C(\C#N)c1nnc(N2CCOCC2)n1-c1ccccc1 (stereo not given)
-6,2,-1,11,-1,-3,-3.0,-13,6,O=C(N=Nc1c(O)n(Cc2ccccc2)c2ccccc12)c1ccc(O)cc1
-7,1,-11,-2,-2,0,-0.1,-1,-13,Cc1cccc(N2C(=O)CSC23CCCCC3)c1
-5,2,-4,9,-11,-17,13,-17,-3,Cc1c(C(=O)N2CCc3ccccc3C2)oc2ccc(S(=O)(=O)N3CCCCCC3)cc12
9,0,3,-6,4,-3,1.6,2,3,O=C(O)c1ccc(C(=O)Nc2ccc(F)cc2)cc1
5,0,-2,3,6,7,-1.3,3,-2,CCCCn1cnc2c(=S)nc(N)[nH]c21
0,1,3,-2,10,-7,-1.0,-12,20*,CCOC(=O)c1cnc2ccc(Br)cc2c1NCCO
-1,1,-1,2,3,2,-1.2,1,4,COc1cc(OC)cc(C(=O)N[C@H](C(=O)Nc2c(C)n(C)n(-c3ccccc3)c2=O)C(C)C)c1
4,1,1,-6,13,27,-2.2,-2,10,Cc1ccccc1C(=O)N/N=C1/SCC(=O)N1Cc1ccc2c(c1)OCO2
-3,-2,-4,6,6,36,-1.4,4,2,CCC(Sc1nc2c(c(=O)n1CC)SC(C)C2)C(=O)OC (stereo not given)
0,3,-2,-1,-10,43,-0.5,-2,-1,COc1ccc(C)cc1S(=O)(=O)N(C)CC(=O)N1CCN(c2ccccc2)CC1
7,1,-3,-9,10,15,3.2,-9,6,O=C(Nc1nc(=S)ss1)c1ccc(Cl)cc1Cl
0,1,-3,15,12,2,-0.4,0,4,Cc1cccc(C)c1OCc1cc(C(=O)NC2CCC(O)CC2)no1 (stereo not given)
0,1,3,4,-3,-5,5.2,6,-8,Cc1ccc2[nH]c(C)c(CC(=O)O)c2c1
2,1,2,-5,3,-12,1.7,5,7,COc1cc(C(=O)NCC2CCCO2)cc(OC)c1OC (stereo not given)
-6,5,1,13,-5,-16,0.1,3,0,CCCCCCn1c(COc2ccccc2F)nnc1SCC(=O)NC1CCS(=O)(=O)C1 (stereo not given)
-10,3,-1,1,-13,-24,3.4,15,-15,Cc1cccc(NC(=O)c2ccc(N(C)C3CCCCC3)c([N+](=O)[O-])c2)n1
-4,6,0,-8,-3,39,2.6,-6,-1,COc1cccc(OC)c1C(=O)Oc1ccc2c(c1)O/C(=C\c1ccncc1)C2=O
